AMA1 RON2 block: AMA1-RON2 (P. falciparum) interaction inhibition | AID 720542 | Potency, µM (titrated, usually from 58.2 µM), for inactives: at the top dose activity change, negative = inhibition, usual class: inhibitors | 0.2% of 360,000 active | AlphaScreen AMA1-biotinylated RON2 peptide binding;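 note: potency is the fitted concentration of half-maximal effect; 0% = vehicle wells and -100% = peptide control; nearly all actives have a fitted effect of over 45% in size; some results filed as inactive show a strong effect at the top dose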
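AMA1 (3D7) with his tag at 25 nM final met compounds first, then biotinylated RON2 peptide at 25 nM; detection used donor plus acceptor beads, 10 µg/mL apiece, read by AlphaScreen after 30 min at room temperature.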
HCMV antiviral: human cytomegalovirus inhibition | HFF cells, HCMV-luciferase reporter, 72 h; hits give low values | 4.5% of 410,000 active | AID 1259415 | activity change, negative = inhibition, % at 57.5 µM; in the data active = activity change below about -60%; inconclusive = no clear call, values can overlap the other calls; inactive = above about -39%
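Inhibition of viral replication was scored as loss of reporter luminescence in HFFs infected with HCMV-luciferase (MOI 1 PFU/cell) for 72 h; compounds tested at 2 doses, normalized to buffer and Salinomycin controls.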
TbPYK inhibitor: blocks Trypanosoma brucei pyruvate kinase; 0.12% of 410,000 active; Potency, µM (titrated, usually from 76.8 µM), for the others: at the top dose activity, negative = inhibition, most hits filed as inhibitors; TbPYK enzyme, Kinase-Glo Plus ATP luminescence, 45 min; AID 624173; note: potency is the fitted concentration of half-maximal effect; nearly all actives have a fitted effect of over 50% in size
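Readout: single end-point luminescence (Kinase-Glo Plus, 10 min). Reaction conditions were TbPYK/substrate plus 130 uM ADP, 45 min at RT, pH 7.2 TEA buffer. No-enzyme wells served as controls, and data were normalized before concentration-response fitting.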
AmpC inh no detg: AmpC beta-lactamase inhibition without detergent | AID 485341 | Potency, µM (highest dose often 57.1 µM), for inactives: at the highest dose activity change, negative = inhibition, actives largely listed as inhibitors | 0.52% of 330,000 active | AmpC nitrocefin hydrolysis, absorbance 480 nm, 0.0001% Triton | P00811;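 note: potency is the fitted concentration of half-maximal effect; plate controls were no compound for no effect and no enzyme for full effect; nearly all actives have a fitted effect of over 20% in size; some results filed as inactive show a strong effect at the top dose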
Target sequence (P00811 whole entry, looked up): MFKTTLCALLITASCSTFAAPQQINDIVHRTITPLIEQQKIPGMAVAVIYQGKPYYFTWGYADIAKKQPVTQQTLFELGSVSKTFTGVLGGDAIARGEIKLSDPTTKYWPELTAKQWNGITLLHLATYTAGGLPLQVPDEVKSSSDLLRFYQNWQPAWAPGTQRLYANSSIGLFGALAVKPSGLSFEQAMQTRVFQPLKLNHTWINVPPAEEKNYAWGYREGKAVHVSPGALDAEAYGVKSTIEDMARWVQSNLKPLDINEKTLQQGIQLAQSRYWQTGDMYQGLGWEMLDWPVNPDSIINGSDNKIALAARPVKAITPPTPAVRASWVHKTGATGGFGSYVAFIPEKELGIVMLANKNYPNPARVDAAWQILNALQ
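AmpC (5.3 nM in the dispensed reagent) in 20 mM phosphate pH 7.0 with 0.01% (detergent screen) or 0.0001% Triton X-100 was preincubated with compounds for 15 min at room temperature. Nitrocefin was then added from an 800 uM solution, and hydrolysis was followed at 480 nm.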
AmpC detergent: AmpC beta-lactamase inhibition with detergent present. 0.041% of 370,000 active. Potency, µM (top dose mostly 114 µM), for inactives: at the top dose activity change, negative = inhibition, most hits filed as inhibitors. AmpC hydrolysis of nitrocefin, absorbance 480 nm, 0.01% Triton. P00811;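 note: potency is the fitted concentration of half-maximal effect; 0% = no-compound wells and -100% = no-enzyme wells; nearly all actives have a fitted effect of over 25% in size; some results filed as inactive show a strong effect at the top dose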
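AmpC (5.3 nM in the dispensed reagent) in 20 mM phosphate pH 7.0 with 0.01% (detergent screen) or 0.0001% Triton X-100 was preincubated with compounds for 15 min at room temperature. Nitrocefin was then added from an 800 uM solution, and hydrolysis was followed at 480 nm.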
HCV inhibitor: blocks hepatitis C virus; Huh7.5.1 HCVcc-Cre infection, luciferase reporter, 44 h; Potency, µM (top dose mostly 41.8 µM), for the others: top-dose activity change, negative = inhibition, actives largely listed as inhibitors; 3.4% of 340,000 active; AID 651820; note: potency is the fitted concentration of half-maximal effect
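Reporter virus HCVcc-Cre (~0.5 moi) infects cells exposed to compound; seeding density 1,000 cells/well with 4 h settling beforehand. Luminescence, 15 sec read, taken 44 h post-infection following a 15 min RT substrate incubation.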
LmPK inh: inhibitors of Leishmania mexicana pyruvate kinase; purified LmPK, Kinase-Glo ATP luminescence, 1 h; Potency, µM (top dose mostly 57.5 µM), for the others: top-dose activity change, negative = inhibition, usual class: inhibitors; 0.37% of 290,000 active; note: potency is the fitted concentration of half-maximal effect
Target sequence (Q27686 whole entry, looked up): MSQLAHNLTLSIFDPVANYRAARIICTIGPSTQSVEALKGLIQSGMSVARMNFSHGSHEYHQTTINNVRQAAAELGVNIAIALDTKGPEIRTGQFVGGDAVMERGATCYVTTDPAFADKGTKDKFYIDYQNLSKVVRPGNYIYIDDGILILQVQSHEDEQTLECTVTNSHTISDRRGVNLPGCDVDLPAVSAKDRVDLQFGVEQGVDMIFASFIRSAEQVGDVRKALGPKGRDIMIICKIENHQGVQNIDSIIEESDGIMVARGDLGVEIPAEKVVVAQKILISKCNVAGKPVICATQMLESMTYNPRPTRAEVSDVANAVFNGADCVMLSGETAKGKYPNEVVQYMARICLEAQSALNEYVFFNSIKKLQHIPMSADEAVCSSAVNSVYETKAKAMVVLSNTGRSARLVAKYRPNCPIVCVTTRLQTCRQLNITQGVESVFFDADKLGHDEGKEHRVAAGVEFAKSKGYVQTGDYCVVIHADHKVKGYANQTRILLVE
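In 50 mM imidazole pH 7.2 with 7 mM MgCl2, LmPK (0.1 nM) turned over PEP (0.5 mM) and ADP (0.1 mM) for 1 h at room temperature. Luciferase read-out of ATP.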
* hit, by the source's call; ? = inconclusive; · = no result given; & = joins results of further samples; [ ] = remark or other dose. Unless noted, calls come from the whole dose curve; as a rule, active = well fitted curve in the direction sought with a large enough effect; inconclusive = small, poorly fitted or top-dose-only effect, or another doubt; inactive = no such curve, though single readings can be large; an effect the other way counts as inactive or inconclusive. Unless noted, % is set by controls: 0 for no effect and ±100 for the full control effect.

Sequence of screens – AMA1 RON2 block, HCMV antiviral, TbPYK inhibitor, AmpC inh no detg, AmpC detergent, HCV inhibitor, LmPK inh
O=C1NC(=O)C(c2ccccc2)(c2ccc(Cl)cc2Cl)N1 (stereo not drawn)
  -4%, -24, 4%, ·, ·, 14%, ·
CC(C)c1ccc(N2CC(C(=O)Nc3nccs3)CC2=O)cc1 (stereo not drawn)
  37%[activator], -15, -5%, -10%, 2%, ?, 1%
COc1ccccc1NC(=O)N(Cc1ccc2c(c1)OCO2)Cc1nc2ccccc2c(=O)[nH]1
  2%, 40, 2%, -17%, 10%, 6%&3%, 2%
COc1cccc(Nc2nc3cc(OC)ccc3cc2C#N)c1
  17%, -29, 7%, -11%, -1%, ?, 7%
Cc1ccc(N=Cc2c(O)c3ccccc3n(C)c2=O)cc1
  103%[activator], 1, -4%, 25%, -3%, 25%, -12%
Fc1ccc(NC(=S)N2CCN(c3cccc(C(F)(F)F)c3)CC2)cc1
  -4%, ?, -15%, -37%, -6%, -13%, 2%
CC(C)c1ccc(OCC(=O)NCCS(=O)(=O)N2CCN(c3ccc(F)cc3)CC2)cc1
  ·, 59, 4%, ·, 18%, ·, ·
CN(C(=O)c1cccc(NC(=O)Cc2cccc(NC(=O)C3CCCN(C(=O)c4ccccc4)C3)c2)c1)C1CCC1 (stereo not drawn)
  7%, 8, -4%, ·, ·, 12%[8.37 µM], ·
CCOc1ccc2[nH]c3nc(SCC(=O)NCC4CCCO4)nnc3c2c1 (stereo not drawn)
  10%, 19, -3%, -14%, 4%, 0%, 0%
N#CC1=C(N)OC2=C(C(=O)CCC2)C1c1ccoc1 (stereo not drawn)
  -7%, -16, -19%, -2%, -4%, -2%, -1%

Following part:
Sequence of screens – AMA1 RON2 block, HCMV antiviral, TbPYK inhibitor, AmpC inh no detg, AmpC detergent, HCV inhibitor, LmPK inh
O=C(NC1CC2CCCC(C1)N2S(=O)(=O)c1ccccc1)C1CCCCC1 (stereo not drawn)
  1%, -17, 2%, 11%, -12%, -20%, 2%
COc1ccccc1OCC(=O)Nc1cc(S(=O)(=O)N2CCOCC2)ccc1N1CCCCC1
  -9%, -18, -23%, 39%, ·, 13µM*, ·
Cc1ccc2nc(N(CCCN(C)C)C(=O)c3ccc4ncsc4c3)sc2c1
  -3%, 21, 25µM*, 70%[activator], -12%, ?, 2%
Cc1cc(C)cc(NC(=S)NN)c1
  24%, 16, -3%, -37%, 3%, 7%, 1%
COC(=O)c1ccc2[nH]c(C(C)(C)O)c(C)c2c1
  -3%, 14, 0%, -12%, -3%, ?, -2%
COc1cccc(N=C2SC(C(=O)Nc3cccc(Cl)c3)CC(=O)N2C)c1 (stereo not drawn)
  ·, -5, -8%, ·, -3%, ·, ·
CCOC(=O)c1ccc(NC(=O)CCn2c(=O)c3cccn3c3cccnc32)cc1
  ·, 9, -5%, ·, -10%, ·, ·
O=C(/C=C/c1ccc2c(c1)OCCO2)c1ccc(O)cc1
  -3%, 2, -8%, -40%, -2%, -7%, ?
O=S(=O)(Nc1ccccc1N1CCOCC1)c1cccs1
  10%, -9, 4%, -17%, ·, -7%, ·
Cc1nn(C)cc1CNCc1ccc(OCC(O)CN(C)Cc2ccccc2)cc1 (stereo not drawn)
  -5%, 1, -1%, 15%, 7%, ?, 2%

New compounds follow
Sequence of screens – AMA1 RON2 block, HCMV antiviral, TbPYK inhibitor, AmpC inh no detg, AmpC detergent, HCV inhibitor, LmPK inh
C#CCOCCOCCOCCNc1nc(N2CCN(C(=O)C([C@@H](C)CC)n3cc(C(N)COC(=O)C(F)(F)F)nn3)CC2)nc(N2CCN(C(=O)[C@H](Cc3ccc(O)cc3)n3cc(C(N)[C@H](C)CC)nn3)CC2)n1 (stereo partly drawn)
  13%, -20, 6%, ·, ·, 16%, ·
C=CCSc1nc2sc3c(c2c(=O)n1CC=C)CCc1ccccc1-3
  32%, 24, -18%, -14%, 2%, ?, -5%
Cc1cc(C)n2nc(C(=O)N3CCCC(Nc4ccc(C(C)C)cc4)C3)cc2n1 (stereo not drawn)
  -11%, ?, 5%, 69%[activator], 1%, -3%, -4%
Cc1ccc(Cl)cc1N(C)C(=O)c1cc2ccc3cccnc3c2[nH]1
  ·, -9, -10%, ·, 18%, ·, ·
NC(=O)c1cc([N+](=O)[O-])ccc1NCc1cccc(N)c1
  14%, 45, 4%, -33%, 1%, -13%, ·
Cc1cccc(C)c1-n1ncc(C(=O)NCCCN2CCC(C)CC2)c1C1CCN(C(=O)OC(C)(C)C)CC1
  ·, 6, 0%, ·, 18%, ·, ·
CC1CN(C(=O)c2ccc([N+](=O)[O-])s2)CC(C)O1 (stereo not drawn)
  5%, 0, -4%, -11%, ·, 26%, ·
Cc1cc2oc(C(=O)N(Cc3ccccc3)C3CCS(=O)(=O)C3)cc(=O)c2cc1Cl (stereo not drawn)
  -22%, -21, -2%, 128%[activator], 4%, 1%, 4%
CC(=O)c1c(C)cc(C)c(CSc2ccccn2)c1C
  22%, ?, -3%, -7%, -8%, 11%, 0%
O=C(NCc1nc(-c2ccc(C(F)(F)F)cc2)no1)Nc1ccc(OC(F)(F)F)cc1
  5%, -97*, -2%, -21%, 2%, ?, 6%

Additional results
Sequence of screens – AMA1 RON2 block, HCMV antiviral, TbPYK inhibitor, AmpC inh no detg, AmpC detergent, HCV inhibitor, LmPK inh
CC(C)Oc1cc(N)c(Cl)cc1Cl
  -4%, -15, 1%, -13%, 2%, 2%, -2%
Cc1ccccc1-n1ncc2c(SCC(=O)NCc3cccs3)ncnc21
  1%, -36, 6%, -3%, 5%, 22µM*, 3%
CCc1ccc(C(=O)CSc2nnc(C)c(=O)[nH]2)cc1
  5%, 15, 2%, -13%, -1%, 0%, -12%
O=C(Cc1c(F)c(F)c(F)c(F)c1F)Nc1nc(-c2ccccc2)cs1
  -9%, ?, 0%, -24%, 4%, ?, -5%
CN(C1CCCCC1)S(=O)(=O)c1ccc(C(=O)N2CCN(c3nc4ccccc4s3)CC2)cc1
  -17%, ?, 1%, -16%, -1%, ?, 0%
CC(=O)Nc1ccc(NC(=O)C2CCCN2C(=O)NC2CCCCC2)cc1 (stereo not drawn)
  11%, 3, -1%, 8%, -6%, -4%, -3%
CC(NS(=O)(=O)c1cccc(C(=O)O)c1)C12CC3CC(CC(C3)C1)C2 (stereo not drawn)
  -6%, -18, -10%, -18%, -1%, 20%, ·
CC1CCN(S(=O)(=O)c2cc3c4c(c2)CCN4C(=O)CC3)CC1
  -3%, -1, -7%, 80%[activator], -2%, -6%, ·
CC1CCN(C(=O)CSCC(=O)O)CC1
  24%, 33, -2%, -7%, 1%, 5%, -7%
FC(F)(F)c1ccc(/C=N/N2CCN(Cc3cccc4ccccc34)CC2)cc1
  -2%, -39, -10%, -1%, -13%, 9%, -6%

(continued)
Sequence of screens – AMA1 RON2 block, HCMV antiviral, TbPYK inhibitor, AmpC inh no detg, AmpC detergent, HCV inhibitor, LmPK inh
O=C(COc1ccc(S(=O)(=O)NC2CCCCC2)cc1Cl)NCc1cccnc1
  -13%, 10, -24%, 5%, 1%, -5%, -1%
Cc1ccc(C)c(-c2csc(NC(=O)C3=COCCO3)n2)c1
  -9%, -38, -1%, -15%, -11%, ?, ·
CC(=O)c1ccc(Cc2ccc(C(C)=O)s2)s1
  11%, 18, -9%, ·, ·, ·, ·
Cc1ccccc1N1CCN(C2CCCN(C(=O)CCC(F)(F)F)C2)CC1 (stereo not drawn)
  -2%, -17, 0%, 65%[activator], ?, -17%, -2%
COc1ccc(S(=O)(=O)Oc2ccc3cccc(N)c3c2)cc1
  -9%, ?, -8%, ·, ·, ?, ·
N#Cc1c(OCC(=O)c2ccccc2)nc2c(c1-c1ccco1)CCc1ccccc1-2
  -6%, 66, 0%, -34%, ?, ?, 0%
Oc1ccc2ccccc2c1C=NC1CCCCC1
  0%, -29, 29%, -25%, -9%, -4%, 2%
Brc1cccc(-c2nc3c4ccccc4ccn3c2Cc2ccccc2)c1
  -7%, 35, -2%, ·, ·, ·, ·
C=C(C)CNC(=S)N/N=C(\C)c1ccc(OC)cc1
  3%, -70*, -4%, -46%, ?, ?, 2%
CCCCn1c(SC(C)C(=O)c2ccc(OC)cc2)nc2cc(S(N)(=O)=O)ccc21 (stereo not drawn)
  -11%, 2, -2%, 10%, ?, ?, 2%

Brought forward from above: 2 entries, then new ones.
Sequence of screens – AMA1 RON2 block, HCMV antiviral, TbPYK inhibitor, AmpC inh no detg, AmpC detergent, HCV inhibitor, LmPK inh
C=C(C)CNC(=S)N/N=C(\C)c1ccc(OC)cc1
  3%, -70*, -4%, -46%, ?, ?, 2%
CCCCn1c(SC(C)C(=O)c2ccc(OC)cc2)nc2cc(S(N)(=O)=O)ccc21 (stereo not drawn)
  -11%, 2, -2%, 10%, ?, ?, 2%
CCN(CC)Cc1c(O)ccc2occ(C(=O)c3ccccc3)c12
  -8%, -20, -3%, -28%, -2%, -20%, -3%
O=C(CCc1ccccc1)NNc1ccc(F)cc1
  -5%, -1, -4%, -20%, 2%, -16%, 7%
Cc1ccc(C(=O)NCC(=O)Nc2ccc(Cl)cc2)s1
  15%, 30, -2%, -28%, ·, ?, ·
COc1ccc(NC(=S)N2CCN(S(=O)(=O)c3ccc(F)cc3)CC2)cc1OC
  -17%, -7, -8%, 0%, -1%, -9%, 2%
Cc1ccc(S(=O)(=O)N2CCN(Cc3cc(C(C)C)ccc3O)CC2)cc1
  -21%, -18, 5%, -12%, -5%, -10%, -2%
COc1ccc(NS(=O)(=O)c2ccc(OCC(=O)N3CCOCC3)cc2)cc1Cl
  7%, -32, 5%, 33%, -8%, 3%, 3%
CCc1ccc(CCC(=O)N2CCN(S(=O)(=O)c3sc(C(=O)O)c(C)c3C(=O)O)CC2)cc1
  -9%[11.6 µM], -11, -4%, ·, ·, 24%, ·
CCOC(=O)c1sc(NC(=O)c2c(CC)noc2C)nc1C
  -3%, -16, 3%, -8%, -17%, 0%, ·
O=C(CCC(=O)N1CCN(S(=O)(=O)c2cccc(F)c2)CC1)c1cccs1
  2%, 13, 0%, -2%, 2%, 17%, 1%
FC(F)(F)c1cccc(CN2CCCCCC2)c1
  -14%, 23, 17%, -14%, 1%, 1%, -12%
COc1ccc(C(=O)Nc2sc3c(c2C(=O)NCc2ccco2)CCCC3)cc1OC
  -7%, -33, 5%, -2%, -1%, ?, 16%
Fc1ccccc1N1CCN(C(c2ccncc2)c2nnnn2C2CCCC2)CC1 (stereo not drawn)
  6%, 61, -2%, 60%[activator], -12%, -24%, -6%

Compound activity deposited in PubChem BioAssay by National Center for Advancing Translational Sciences (NCATS).
